# Screening results from PubChem.
# SENP7 inh: SENP7 protease inhibition | inhibition, % at 5 µM | 1.5% of 330,000 active | recombinant SENP7, Z-RLRGG-aminoluciferin luminescence, 40 min | AID 434973;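 active = inhibition above about 50% at the single test dose, limit read from the data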;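 note: plate controls were DMSO with enzyme for no effect and no enzyme buffer wells for full effect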
# 697 NFkB inh: inhibitors of the PMA/ionomycin-induced NF-kB reporter in 697 B cells. inhibition, % at 4 µM. AID 435022. 0.33% of 330,000 active. 697 B-cell NF-kB luciferase reporter, 16 h; in the data active = inhibition above about 35%
# Apaf1 inhib: human Apaf-1 inhibition; 0.71% of 330,000 active; reconstituted apoptosome caspase-3 activity, DEVD-Rh110 fluorescence; inhibition, % at 20 µM; active = inhibition of at least 40% at 20 µM;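 note: plate controls were DMSO wells for no effect and DEVD-CHO caspase inhibitor wells for full effect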
#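 Material: biochemical Apaf-1 apoptosome reconstitution. Medium: Hepes buffer, pH 7.5. Also added: cytochrome c activation, bis-DEVD rhodamine 110 substrate. Timing: 30 min compound preincubation, 50 min activation, room temperature. Measured by: rhodamine 110 fluorescence at Ex 480/Em 540 nm.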
# HKDC1 inhibitor: inhibitors of human hexokinase HKDC1 | Q2TB90 | inhibition, % at 20 µM | recombinant HKDC1, G6PDH/diaphorase resazurin coupled fluorescence | 0.16% of 340,000 active;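 active = inhibition above about 35% when tested at 20 µM, limit read from the data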;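 note: plate controls were DMSO wells with enzyme for no effect and DMSO wells lacking enzyme for full effect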
# Target sequence (Q2TB90 whole entry, looked up): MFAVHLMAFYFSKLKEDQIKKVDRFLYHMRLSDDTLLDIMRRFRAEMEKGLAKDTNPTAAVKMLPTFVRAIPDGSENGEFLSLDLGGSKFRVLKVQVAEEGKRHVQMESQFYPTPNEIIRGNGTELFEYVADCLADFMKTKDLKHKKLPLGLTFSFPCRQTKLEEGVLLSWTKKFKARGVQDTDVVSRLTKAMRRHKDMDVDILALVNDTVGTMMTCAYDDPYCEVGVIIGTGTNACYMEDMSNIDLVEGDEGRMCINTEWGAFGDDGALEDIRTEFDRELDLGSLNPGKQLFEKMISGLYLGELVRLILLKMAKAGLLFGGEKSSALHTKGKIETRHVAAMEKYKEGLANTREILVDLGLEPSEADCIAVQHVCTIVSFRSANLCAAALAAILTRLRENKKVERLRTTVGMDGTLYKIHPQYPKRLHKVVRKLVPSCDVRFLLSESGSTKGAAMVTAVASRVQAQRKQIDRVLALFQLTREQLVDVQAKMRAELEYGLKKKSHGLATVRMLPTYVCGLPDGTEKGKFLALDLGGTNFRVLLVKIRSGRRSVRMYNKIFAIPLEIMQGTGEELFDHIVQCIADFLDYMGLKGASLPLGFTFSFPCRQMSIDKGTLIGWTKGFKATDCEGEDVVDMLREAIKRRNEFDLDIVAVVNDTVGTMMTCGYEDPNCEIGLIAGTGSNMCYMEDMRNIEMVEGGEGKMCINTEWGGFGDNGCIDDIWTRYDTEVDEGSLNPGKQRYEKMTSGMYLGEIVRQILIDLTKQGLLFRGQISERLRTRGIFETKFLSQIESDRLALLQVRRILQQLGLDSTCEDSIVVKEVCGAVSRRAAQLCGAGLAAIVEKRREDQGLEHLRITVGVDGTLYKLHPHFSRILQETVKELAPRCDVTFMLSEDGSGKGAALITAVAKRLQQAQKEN
#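 Assay system – recombinant HKDC1 (HK5) hexokinase enzyme, produced in-house · Input – HKDC1 at 5 µg/mL · Reagent – glucose plus 1 mM ATP as hexokinase substrates · Timing – 90 min reaction incubation at room temperature, dark · Measured by – G6PDH/diaphorase-coupled fluorescence, 1 mM NADP, 100 µM resazurin, 525/613 nm · Benchmarks – DMSO-enzyme wells negative, buffer-substituted wells positive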
# Gli-Sufu antag: antagonists of Gli-Sufu signaling | inhibition, % at 5 µM | 0.74% of 340,000 active | Sufu-KO-LIGHT fibroblasts, Gli luciferase reporter luminescence;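 active = inhibition above about 55%, limit read from the data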;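 note: 0% = DMSO-treated cells and 100% = wells with medium but no cells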
# Jurkat NFkB inh: inhibitors of the PMA/ionomycin-induced NF-kB reporter in Jurkat cells; PMA/ionomycin-induced NF-kB luciferase reporter, luminescence; inhibition, % at 4 µM; 0.53% of 330,000 active; AID 435003
# UBC13 inh: blocks human UBC13 polyubiquitin chain formation. 0.47% of 330,000 active. TR-FRET. inhibition, % at 20 µM; in the data active = inhibition above about 45%, passing the limit was not always enough; inconclusive = no clear call, values can overlap the other calls
# SENP8 block: blocks the human protease SENP8 | Q96LD8 | purified SENP8, Z-RLRGG-aminoluciferin cleavage, luminescence | inhibition, % at 10 µM | 1.2% of 330,000 active
# Numbers without * were called inactive; ? = inconclusive. Cut-off read from the data, not from the text of the source, unless noted: active = inhibition above about 50%; inactive = the rest.
cpd	compound	SENP7 inh	697 NFkB inh	Apaf1 inhib	HKDC1 inhibitor
1	CCN(CC)S(=O)(=O)c1cccc(NC(=O)c2cc(=O)[nH]c3ccccc23)c1	1.1	2.2	1.1	11.5
2	Cc1cc(C)nc(OC(C(=O)O)C(OCc2ccccc2)(c2ccccc2)c2ccccc2)n1 (centres undefined)	5.6	-35.7	2.9	4.2
3	CC(NC(=O)CC1Nc2ccccc2NC1=O)c1ccccc1 (centres undefined)	5.4	7.7	-2.8	-6.2
4	CN(C)c1nc2ccccc2n(C)c1=O	-1.2	-2.4	-0.3	-6.1
5	COc1cccc2cc(-c3nc4ccccc4[nH]3)c(=O)oc12	59.0*	-173.7	-7.2	6.4
6	COC(=O)N/N=C/c1cc(Cl)c(OCc2ccccc2F)c(OC)c1	8.5	-24.3	1.0	3.8
7	Cc1c(OCC(=O)N2C[C@H]3C[C@@H](C2)c2cccc(=O)n2C3)ccc2c3c(c(=O)oc12)CCC3	6.1	31.1	-6.1	6.4
8	COc1cccc2c1cc1c(=O)n(CC(=O)N3CCCCCC3)nc(C)n12	-2.2	-38.8	-0.2	5.4
9	CN(Cc1nc2ccccc2n1C)S(=O)(=O)c1ccc(Cl)cc1	-5.5	0.0	0.3	0.3
10	Cc1ccc(C(=O)NCC(=O)OCC(=O)NC(C)C2CC3CCC2C3)cc1 (centres undefined)	-12.7	3.6	13.2	-3.0

cpd	Gli-Sufu antag	Jurkat NFkB inh	UBC13 inh	SENP8 block
1	-5.6	11.5	2.6	-1.3
2	4.8	-4.0	-6.5	-10.3
3	6.5	10.3	30.5	3.9
4	1.5	-3.2	-4.1	-1.5
5	-71.8	-117.5	-19.4	34.6
6	5.2	-12.5	5.4	-6.4
7	-30.0	10.9	5.0	6.4
8	36.5	-14.3	-0.9	-3.8
9	-5.1	-7.3	3.7	-0.5
10	-15.4	-7.3	1.3	-18.3

# Rewritten with one line to a screen: part of the list above
8. COc1cccc2c1cc1c(=O)n(CC(=O)N3CCCCCC3)nc(C)n12
2. Cc1cc(C)nc(OC(C(=O)O)C(OCc2ccccc2)(c2ccccc2)c2ccccc2)n1 (centres undefined)
Screen / compound no.,8,2
SENP7 inh,-2.2,5.6
697 NFkB inh,-38.8,-35.7
Apaf1 inhib,-0.2,2.9
HKDC1 inhibitor,5.4,4.2
Gli-Sufu antag,36.5,4.8
Jurkat NFkB inh,-14.3,-4.0
UBC13 inh,-0.9,-6.5
SENP8 block,-3.8,-10.3

# (continued)
cpd	compound	SENP7 inh	697 NFkB inh	Apaf1 inhib	HKDC1 inhibitor
11	COC(=O)C1=C(C)NC(C)=C(C(=O)OC)C1c1ccc(-c2cccc(Cl)c2Cl)o1	6.2	-4.6	5.5	-7.4
12	CC(=O)N1CCc2c(sc3c2c(=O)n(-c2ccccc2)c(=O)n3CC(=O)NCC2CCCO2)C1 (centres undefined)	-2.2	0.7	-2.8	-2.3
13	Cc1c(Cl)cccc1NC(=O)c1ccccc1-c1ccccc1C(=O)O	-2.9	2.0	-3.5	-5.5
14	CCC1(C)Cc2c(C#N)c(N)sc(=S)c2CO1 (centres undefined)	-3.0	26.0	2.7	9.8
15	CCOC(=O)N1CCN(C(=O)/C(=C/c2ccccc2OC)NC(=O)c2ccccc2)CC1	-1.4	-3.3	3.3	-4.8
16	COc1ccc(C(=O)N2CCCC(CCC(=O)N3CCN(c4ccccn4)CC3)C2)cc1 (centres undefined)	12.9	18.3	6.4	-2.0
17	CCOC(=O)N1CCN(CCCc2ccccc2)CC1	2.1	-8.0	-13.1	-2.7
18	CCOC(=O)c1c(C)[nH]c(C(=O)N/N=C/c2ccc(Br)cc2)c1C	0.9	-71.5	6.6	4.8
19	Cc1cc(NC(=O)CCC(=O)N(Cc2ccccc2)C2(C(=O)NC3CCCCC3)CCCC2)no1	-3.7	1.9	17.7	-2.5
20	CCNC(=O)CC1S/C(=N/N=C(\C)c2ccccc2)NC1=O (centres undefined)	7.1	0.7	3.4	-4.1

cpd	Gli-Sufu antag	Jurkat NFkB inh	UBC13 inh	SENP8 block
11	4.0	1.6	8.8	-6.4
12	-7.3	-9.2	9.7	5.4
13	0.6	5.5	2.9	-4.9
14	-5.4	1.3	1.9	-3.4
15	-2.7	-3.8	9.0	1.0
16	-0.4	-1.5	0.0	3.2
17	-14.3	3.4	2.1	2.4
18	52.1	79.5*	-17.4	-4.2
19	12.4	-0.8	-1.3	-0.7
20	-4.5	-1.2	-3.7	4.7

# (further entries)
cpd	compound	SENP7 inh	697 NFkB inh	Apaf1 inhib	HKDC1 inhibitor
21	COc1ccc(C(=O)O/N=C(\N)c2ccc(Cl)cc2)cc1	68.4*	-127.4	4.7	1.8
22	CCC(=O)c1ccc(OCC(O)CN2CCN(S(=O)(=O)c3ccc(NC(C)=O)cc3)CC2)cc1 (centres undefined)	0.2	3.8	-3.0	-1.7
23	O=C(CSc1n[nH]c(-c2cccnc2)n1)OC1CCCCC1	-7.4	-5.9	1.4	-1.8
24	Clc1ccc(C(c2ccccc2)N2CCNCC2)cc1 (centres undefined)	-6.4	18.6	-13.3	-3.8
25	Cc1ccc(CN2C(=O)CCC2C(=O)NCCN(CC(C)C)CC(C)C)cc1 (centres undefined)	-6.2	-18.1	16.9	5.3
26	COc1cccc2sc3cc(NCc4ccc(C)o4)ccc3c(=O)c12	57.6*	-36.4	20.0	4.0
27	O=C(Nc1cccc(F)c1)c1ccc(S(=O)(=O)N2CCCCC2)cc1	-12.0	11.8	16.5	8.8
28	Cc1cccc(N(C)S(=O)(=O)c2cccc3nsnc23)c1	-2.7	2.2	19.7	2.0
29	COc1ccc(CC(=O)Nc2ccc(S(=O)(=O)N3CCOCC3)cc2)cc1	-1.8	-8.1	-6.3	-1.0
30	Cc1sc2nc(CN3CCOCC3)nc(NS(=O)(=O)c3cc(Cl)ccc3Cl)c2c1C	2.7	14.0	-1.3	-2.4
31	COc1cc(C2Nc3cc(Cl)c(S(N)(=O)=O)cc3S(=O)(=O)N2)ccc1OCc1ccccc1 (centres undefined)	33.6	-15.0	10.3	12.9

cpd	Gli-Sufu antag	Jurkat NFkB inh	UBC13 inh	SENP8 block
21	-50.3	-101.6	7.6	45.0
22	1.2	19.8	5.1	-1.6
23	1.7	-12.2	-6.8	4.9
24	19.2	6.1	9.7	-5.2
25	4.3	-18.2	-10.2	-2.8
26	-33.9	-29.3	?	42.4
27	0.4	-5.4	0.6	-15.7
28	-0.3	-0.6	-4.7	6.3
29	-9.4	6.9	7.0	-3.5
30	2.8	-13.0	4.0	-9.0
31	-57.8	-69.8	1.4	13.7

# 11 of the compounds above, with values under each structure:
# Every second line gives: SENP7 inh	697 NFkB inh	Apaf1 inhib	HKDC1 inhibitor	Gli-Sufu antag	Jurkat NFkB inh	UBC13 inh	SENP8 block
21. COc1ccc(C(=O)O/N=C(\N)c2ccc(Cl)cc2)cc1
    68.4*	-127.4	4.7	1.8	-50.3	-101.6	7.6	45.0
22. CCC(=O)c1ccc(OCC(O)CN2CCN(S(=O)(=O)c3ccc(NC(C)=O)cc3)CC2)cc1 (centres undefined)
    0.2	3.8	-3.0	-1.7	1.2	19.8	5.1	-1.6
23. O=C(CSc1n[nH]c(-c2cccnc2)n1)OC1CCCCC1
    -7.4	-5.9	1.4	-1.8	1.7	-12.2	-6.8	4.9
24. Clc1ccc(C(c2ccccc2)N2CCNCC2)cc1 (centres undefined)
    -6.4	18.6	-13.3	-3.8	19.2	6.1	9.7	-5.2
25. Cc1ccc(CN2C(=O)CCC2C(=O)NCCN(CC(C)C)CC(C)C)cc1 (centres undefined)
    -6.2	-18.1	16.9	5.3	4.3	-18.2	-10.2	-2.8
26. COc1cccc2sc3cc(NCc4ccc(C)o4)ccc3c(=O)c12
    57.6*	-36.4	20.0	4.0	-33.9	-29.3	?	42.4
27. O=C(Nc1cccc(F)c1)c1ccc(S(=O)(=O)N2CCCCC2)cc1
    -12.0	11.8	16.5	8.8	0.4	-5.4	0.6	-15.7
28. Cc1cccc(N(C)S(=O)(=O)c2cccc3nsnc23)c1
    -2.7	2.2	19.7	2.0	-0.3	-0.6	-4.7	6.3
29. COc1ccc(CC(=O)Nc2ccc(S(=O)(=O)N3CCOCC3)cc2)cc1
    -1.8	-8.1	-6.3	-1.0	-9.4	6.9	7.0	-3.5
30. Cc1sc2nc(CN3CCOCC3)nc(NS(=O)(=O)c3cc(Cl)ccc3Cl)c2c1C
    2.7	14.0	-1.3	-2.4	2.8	-13.0	4.0	-9.0
31. COc1cc(C2Nc3cc(Cl)c(S(N)(=O)=O)cc3S(=O)(=O)N2)ccc1OCc1ccccc1 (centres undefined)
    33.6	-15.0	10.3	12.9	-57.8	-69.8	1.4	13.7
